Compound activity: PubChem BioAssay, several laboratories
GPR55 antagonists – inhibition of LPI-stimulated GPR55 beta-arrestin translocation – imaging, U2OS, beta-arrestin-GFP, LPI agonist, primary screen (AID 2013). U2OS GPR55 beta-arrestin-GFP translocation imaging, LPI antagonism; higher % means a stronger effect. one-dose inhibition, % at 10 µM; IC50 in µM for titrated hits. actives 0.13% (n = 290,000);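 active = spots per cell inhibited over 60%, with over 100 cells counted and total cytoplasm intensity under 500,000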;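 also: U2OS cells stably carrying GPR55 and arrestin-GFP stimulated by 5 µM LPI near EC80; imaged beta-arrestin-GFP aggregate spots per cell after agonist stimulation; plate controls were LPI-stimulated DMSO wells for no effect and DMSO wells without LPI for full effect; some results filed as inactive read as strong as hits; confirmed hits need IC50 under 10 µM and bright autofluorescent wells are also inconclusive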
KOR beta-arrestin-1 – KOR antagonists, beta-arrestin recruitment, cell-based, luminescence, uHTS (AID 1778); KOR beta-arrestin recruitment, luminescence, antagonist mode; higher % means a stronger effect; actives 0.091% (n = 290,000); inhibition, % at 10 µM, or IC50 in µM where a hit was titrated; also: strong numbers were not always called active
HIV fusion peptide – cell-free HIV fusion peptide-binding blockers – biochemical, uHTS, fluorescence dequenching, primary screen (AID 1986) | cell-free peptide binding, fluorescence dequenching, 30 min; higher % means a stronger effect | inhibition, % at 20 µM, or IC50 in µM where a hit was titrated | actives 0.3% (n = 290,000); in the data active = inhibition mostly above about 52%, no sharp cut-off; inactive = mostly below about 76%; also: some results filed as inactive read as strong as hits
NOD1 NF-kB reporter – NOD1 signaling inhibitors, primary screen, cell-based, luminescence, uHTS (AID 1578). NOD1-driven NF-kB luciferase reporter cells, luminescence; higher % means a stronger effect. inhibition, % at 4 µM; hits with a dose series show EC50 in µM. actives 1% (n = 290,000); in the data active = inhibition mostly above about 36%, no sharp cut-off; inactive = mostly below about 34%;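 also: HEK-293T reporter cells stimulated with the NOD1 agonist gamma-tri-DAP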
Large T inhibition – SV40 large T antigen inhibitors, biochemical (AID 1903); SV40 large T antigen ATPase/helicase inhibition assay; higher % means a stronger effect; one-dose inhibition, % at 20 µM; IC50 in µM for titrated hits; actives 0.39% (n = 310,000); in the data active = a potency from the dose series; also: strong numbers were not always called active
GPR55 beta-arrestin – selective activators of receptor GPR55 – imaging, U2OS cells, beta-arrestin-GFP redistribution, primary screen (AID 1961). actives 0.048% (n = 290,000). U2OS GPR55 beta-arrestin-GFP redistribution imaging; higher % means a stronger effect. activation, % at 10 µM, or EC50 in µM where a hit was titrated;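 active = activation above 40% with more than 50 cells counted in the well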;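 also: U2OS osteosarcoma cells stably expressing GPR55 and beta-arrestin-GFP; plate controls were DMSO negative control for no effect and LPI positive control for full effect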
HEK293 NOD2/NF-kB – inhibition of NOD2-driven NF-kB reporter – cell-based, luminescence, uHTS, HEK293 (AID 1566); HEK293 NOD2/NF-kB luciferase reporter, luminescence; higher % means a stronger effect; actives 0.63% (n = 290,000); inhibition, % at 4 µM; hits with a dose series show EC50 in µM; also: many of its hits are not listed in these tables
MgcRacGAP inhibition – MgcRacGAP GTPase-activating activity inhibitors, confirmation, biochemical, ADP Hunter fluorescence; MgcRacGAP-stimulated Rac1 GTP hydrolysis, ADP Hunter fluorescence; higher % means a stronger effect; GST-tagged Rac1 F28L mutant substrate; inhibition, % at 30 µM; hits with a dose series show IC50 in µM; actives 0.6% (n = 340,000); AID 624330;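 active = first-screen hits whose inhibition reached a set limit at any dose in the follow-up dose series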;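 also: fluorescence reports GDP produced by GAP-driven GTP hydrolysis; strong numbers were not always called active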
KOR beta-arrestin-2 – KOR agonists, beta-arrestin recruitment, primary screen, cell-based, luminescence, uHTS (AID 1777) | one-dose activation, % at 10 µM; EC50 in µM for titrated hits | KOR beta-arrestin recruitment, luminescence; higher % means a stronger effect | actives 0.02% (n = 280,000); in the data active = activation above about 50%, passing the limit was not always enough; also: a part of the inactive calls stands beside numbers as strong as those of hits
* marks the source's active call; other numbers are inactive results; . = no result given; [ ] = another dose, or the depositor's remark. Rule as the data show it, unless noted: active = inhibition above about 50%; inactive = the rest. This is a subset; rates above refer to the full screens.

The line under a structure holds: GPR55 beta-arrestin	MgcRacGAP inhibition	KOR beta-arrestin-2	KOR beta-arrestin-1	HEK293 NOD2/NF-kB	GPR55 antagonists	NOD1 NF-kB reporter	Large T inhibition	HIV fusion peptide
[1] CC(Oc1ccc(Cl)cc1Cl)C(=O)N/N=C1\CCCc2ccccc21 (stereo not drawn)
→ -0.2%	2%	3.4%	2%	-8%	-7%	6%	11%	-1.5%
[2] CCn1c(SCC(=O)Nc2nc(-c3ccccc3)cs2)nnc1-c1ccccc1O
→ -0.1%	7%	15%	-37%	11%	-12%	13%	7%	-3.4%
[3] CCOC(=O)c1cnc(SCC(=O)Nc2ccc(NC(C)=O)c(OC)c2)nc1N
→ 0.3%	8%	3.2%	-2%	-10%	-9%	-27%	10%	-0.3%
[4] COc1ccc(NC(=O)c2c(NC(=O)CCC(=O)O)sc(-c3ccccc3)c2C)cc1
→ -0.3%	14%	-3.0%	0%	22%	4%	-17%	3%	8.7%
[5] Cc1nc2cc(N3CCN(C)CC3)c(NC(=O)Cc3ccccc3)cc2c(=O)n1Cc1ccccc1
→ -0.2%	4%	10%	31%	9.4µM*	19%	.	7%	-1.6%
[6] CCN1CCN(CCNC(=O)c2ccc3c(c2)N(Cc2ccc(F)cc2)C(=O)/C(=C/c2ccccc2)S3)CC1
→ -0.3%	7%	11%	-54%	16%	70%*	-22%	7%	2.8%
[7] O=C(CSc1ccccn1)Nc1cccc2ccccc12
→ 0.2%	5%	-0.1%	13%	-5%	1%	-10%	11%	-5.5%
[8] c1cncc(-c2nc3ccccc3o2)c1
→ -0.1%	3%	-1.6%	22%	-6%	7%	-14%	4%	1.3%
[9] CC(=O)CSc1nnc(-c2ccncc2)n1C
→ -0.2%	8%	-3.4%	6%	10%	7%	-16%	8%	1.3%
[10] O=C(Cc1cccs1)NCCc1ccc(Cl)cc1
→ 0.3%	3%	-0.5%	4%	1%	10%	-24%	5%	-1.5%
[11] O=C(NC(=S)Nc1ccc(C(F)(F)F)cc1)c1csnn1
→ -0.4%	3%	-9.7%	25%	25%	12%	-16%	24%	1.8%
[12] COCC1CCCN(C(=O)c2ccc(OC3CCN(Cc4ccccn4)CC3)cc2)C1 (stereo not drawn)
→ -0.1%	11%	.	-18%[20 µM]	17%	24%	-29%	6%	0.7%
[13] Cn1c(=O)c2c(nc(SCC(=O)O)n2Cc2cc3c(cc2Cl)OCO3)n(C)c1=O
→ 0.2%	9%	2.5%	-15%	3%	-1%	-10%	11%	-0.4%
[14] CC(=O)Nc1sc(C)c(C)c1C(=O)OCC(=O)N(CC(C)C)C1CCS(=O)(=O)C1 (stereo not drawn)
→ -0.3%	-3%	-1.4%	-3%	18%	10%	-25%	7%	-1.4%
[15] COc1ccc(C)c2sc(=NC(=O)C(C)C)n(C)c12
→ -0.1%	7%	-4.4%	18%	9%	-6%	-23%	4%	0.2%

(next part)
The line under a structure holds: GPR55 beta-arrestin	MgcRacGAP inhibition	KOR beta-arrestin-2	KOR beta-arrestin-1	HEK293 NOD2/NF-kB	GPR55 antagonists	NOD1 NF-kB reporter	Large T inhibition	HIV fusion peptide
[16] Cc1cc(C)c(C#N)c(SCc2ccccc2C(=O)O)n1
→ -0.2%	6%	-1.9%	46%	5%	7%	-20%	4%	-0.3%
[17] CCOC(=O)C(C)(C)N(Cc1ccccc1C)S(=O)(=O)c1ccc(Cl)c([N+](=O)[O-])c1
→ -0.2%	8%	1.2%	31%	13%	44%	-27%	7%	-1.7%
[18] CN(CC(=O)Nc1ccc(Cl)cc1)CC(=O)Nc1ccc(F)c(F)c1F
→ -0.2%	9%	-1.4%	21%	-35%	2%	-27%	-109%	2.8%
[19] CCOc1ccc(C(C(=O)NCC2CCCO2)N(Cc2cccc(OC)c2)C(=O)c2snc(C(N)=O)c2N)cc1 (stereo not drawn)
→ -0.1%	2%	0.6%	-71%	2%	-6%	-11%	-13%	-0.1%
[20] CC1Cc2cc(S(=O)(=O)CCC(=O)N3CCN(c4ccccc4)CC3)ccc2N1C(=O)C1CC1 (stereo not drawn)
→ 0.1%	13%	-3.4%	-11%	13%	6%	-16%	10%	-2.0%
[21] Clc1cccc2sc(N3CCCC3)nc12
→ -0.1%	3%	-0.6%	13%	-20%	-6%	-22%	0%	1.3%
[22] CC1CCCN(C(=O)CCS(=O)(=O)c2cc3c(cc2Cl)NC(=O)CO3)C1 (stereo not drawn)
→ -0.1%	-2%	-0.7%	3%[20 µM]	8%	5%	-11%	9%	-0.2%
[23] CC(=O)NNC(=S)Nc1cc(S(=O)(=O)N(C)C)ccc1C
→ 0.2%	-1%	-0.9%	4%	19%	2%	-8%	4%	-3.1%
[24] CC(=O)c1c(C)oc2c1cc(O)c1ccccc12
→ -0.1%	12%	3.7%	0%	-38%	2%	-11%	17%	-1.7%
[25] COC(=O)c1cn(CC(=O)N2C(C)CCCC2C)c2ccccc12 (stereo not drawn)
→ 0.4%	15%	0.0%	8%	5%	6%	-21%	-10%	0.6%
[26] COCCN(Cc1ccc(F)cc1)C(=O)c1cc2ccccc2oc1=O
→ 0.2%	10%	-0.4%	-61%[20 µM]	8%	3%	-21%	9%	1.4%
[27] Cc1ccc2nc(/C(C#N)=C/c3ccc(O)c(O)c3)[nH]c2c1
→ 0.5%	22µM*	-4.6%	29%	-107%	-13%	-22%	37%	41%
[28] COc1ccccc1CCCNC(=O)C1CCC(=O)N(CCCN2CCCC2=O)C1 (stereo not drawn)
→ 0.0%	-44%	-2.9%	-15%	9%	0%	-33%	3%	-0.8%
[29] COc1ccccc1NC(=S)N/N=C1\CC(C)(C)Oc2ccc(O)cc21
→ -0.3%	6%	-6.5%	-17%	28%	2%	35%	-3%	-4.3%
[30] CCCCC(=O)Nc1nn(C)c2nc3c(C)cccc3cc12
→ -0.2%	6%	-8.0%	-6%	-6%	1%	-10%	5%	0.6%

Values by screen from the list:
Entries 22 to 25 in HIV fusion peptide, in turn: -0.2%, -3.1%, -1.7%, 0.6%
Entries 22 to 25 in GPR55 beta-arrestin, in turn: -0.1%, 0.2%, -0.1%, 0.4%
Entries 22 to 25 in MgcRacGAP inhibition, in turn: -2%, -1%, 12%, 15%

8 consecutive compounds out of the list so far, quoted:
The line under a structure holds: GPR55 beta-arrestin	MgcRacGAP inhibition	KOR beta-arrestin-2	KOR beta-arrestin-1	HEK293 NOD2/NF-kB	GPR55 antagonists	NOD1 NF-kB reporter	Large T inhibition	HIV fusion peptide
[19] CCOc1ccc(C(C(=O)NCC2CCCO2)N(Cc2cccc(OC)c2)C(=O)c2snc(C(N)=O)c2N)cc1 (stereo not drawn)
→ -0.1%	2%	0.6%	-71%	2%	-6%	-11%	-13%	-0.1%
[20] CC1Cc2cc(S(=O)(=O)CCC(=O)N3CCN(c4ccccc4)CC3)ccc2N1C(=O)C1CC1 (stereo not drawn)
→ 0.1%	13%	-3.4%	-11%	13%	6%	-16%	10%	-2.0%
[21] Clc1cccc2sc(N3CCCC3)nc12
→ -0.1%	3%	-0.6%	13%	-20%	-6%	-22%	0%	1.3%
[22] CC1CCCN(C(=O)CCS(=O)(=O)c2cc3c(cc2Cl)NC(=O)CO3)C1 (stereo not drawn)
→ -0.1%	-2%	-0.7%	3%[20 µM]	8%	5%	-11%	9%	-0.2%
[23] CC(=O)NNC(=S)Nc1cc(S(=O)(=O)N(C)C)ccc1C
→ 0.2%	-1%	-0.9%	4%	19%	2%	-8%	4%	-3.1%
[24] CC(=O)c1c(C)oc2c1cc(O)c1ccccc12
→ -0.1%	12%	3.7%	0%	-38%	2%	-11%	17%	-1.7%
[25] COC(=O)c1cn(CC(=O)N2C(C)CCCC2C)c2ccccc12 (stereo not drawn)
→ 0.4%	15%	0.0%	8%	5%	6%	-21%	-10%	0.6%
[26] COCCN(Cc1ccc(F)cc1)C(=O)c1cc2ccccc2oc1=O
→ 0.2%	10%	-0.4%	-61%[20 µM]	8%	3%	-21%	9%	1.4%

(cont.)
The line under a structure holds: GPR55 beta-arrestin	MgcRacGAP inhibition	KOR beta-arrestin-2	KOR beta-arrestin-1	HEK293 NOD2/NF-kB	GPR55 antagonists	NOD1 NF-kB reporter	Large T inhibition	HIV fusion peptide
[31] CC1Oc2ccccc2N(CC(=O)N2CCCCC2)C1=O (stereo not drawn)
→ 0.3%	-5%	-0.2%	-17%	9%	2%	-2%	12%	-0.8%
[32] CC1=CC(=C2C=CC(=O)C=C2)C=C(C)N1C
→ 0.5%	.	5.8%	11%	7%	7%	4%	7%	1.5%
[33] Nn1c(-c2ccccn2)nnc1-c1ccccn1
→ -0.2%	5%	-1.7%	23%	-21%	0%	-8%	5%	-2.2%
[34] CC(=O)NC1=NN(c2ccccc2)C(=O)C1
→ 0.9%	9%	2.9%	-29%	-15%	20%	4%	13%	0.9%
[35] Cc1ccc(NC(=S)/C(=C(\[O-])c2ccc(F)cc2)[n+]2ccccc2)cc1
→ -0.6%	11%	0.8%	-13%	-4%	-15%	-37%	5%	0.6%
[36] CCOC(=O)CCc1cccc2c1CCC2=O
→ -0.1%	12%	20%	-21%	6%	9%	-5%	12%	1.4%
[37] COc1ccc(NC(=O)Nc2cccc(F)c2)c(OC)c1
→ -0.4%	-13%	-5.4%	0%	-11%	13%	-10%	24%	1.2%
[38] O=C(O)c1ccc(-c2nc(-c3ccc(Cl)cc3Cl)cs2)cc1
→ 0.0%	0%	-1.7%	-13%	-26%	-12%	-40%	11%	46%
[39] COc1ccc(C(=O)Nc2ccc(NC(=O)c3cccs3)c(OC)c2)cc1Cl
→ -0.1%	7%	.	-34%[20 µM]	10%	13%	-35%	17%	0.1%
[40] N#Cc1ccccc1COC(=O)CCCC1=NS(=O)(=O)c2ccccc2N1
→ 0.0%	-8%	0.8%	-6%	7%	9%	-21%	.	1.1%
[41] CCn1ccnc1CNC(=O)C1CCC(=O)N(Cc2cccc(C(F)(F)F)c2)C1 (stereo not drawn)
→ -0.3%	-4%	-1.8%	-26%	-8%	12%	-9%	13%	-1.2%
[42] O=C(NNS(=O)(=O)c1ccc(Br)cc1)c1sccc1-n1cccc1
→ 0.2%	2%	-7.1%	13%	9%	0%	-2%	8%	0.3%
[43] CCS(=O)(=O)C(=C(Nc1ccc(OC)cc1)Nc1ccc(OC)cc1)S(=O)(=O)CC
→ -0.1%	7%	4.3%	-17%	14%	.	-14%	15%	1.5%
[44] O=C(NNC(=O)c1cc2ccccc2o1)c1ccc(Cl)cc1
→ 0.6%	3%	-1.3%	-14%	14%	6%	-3%	15%	1.8%
[45] CC(C(=O)Nc1cccc([N+](=O)[O-])c1)[n+]1ccccc1 (stereo not drawn)
→ 0.3%	4%	.	-5%[20 µM]	13%	9%	-18%	10%	1.8%
[46] c1ccc2c(c1)NC1(CCCC1)n1c-2nc2ccccc21
→ 0.2%	16%	3.7%	-24%	-24%	19%	-30%	6%	-1.8%
[47] Cc1cc(F)ccc1NC(=O)c1ccc(NS(=O)(=O)c2cc(C(C)(C)C)ccc2C)cc1
→ 0.5%	7%	5.7%	15%	-39%	3%	1%	2%	2.9%
